CCR6 antag: blocks CCL20-driven beta-arrestin recruitment at human CCR6 | inhibition, % at 20 µM | AID 493098 | 340,000 tested, 0.49% active | CHO-K1 CCR6 PathHunter beta-arrestin, luminescence, CCL20-stimulated | P51684;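 active = compounds whose inhibition of the agonist-driven luminescence signal at 20 µM reaches about 50%, limit read from the data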;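 note: cells stimulated with CCL20 at 14 nM final; plate controls were DMSO with CCL20 for no effect and DMSO without agonist for full effect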
Target sequence (P51684 whole entry, looked up): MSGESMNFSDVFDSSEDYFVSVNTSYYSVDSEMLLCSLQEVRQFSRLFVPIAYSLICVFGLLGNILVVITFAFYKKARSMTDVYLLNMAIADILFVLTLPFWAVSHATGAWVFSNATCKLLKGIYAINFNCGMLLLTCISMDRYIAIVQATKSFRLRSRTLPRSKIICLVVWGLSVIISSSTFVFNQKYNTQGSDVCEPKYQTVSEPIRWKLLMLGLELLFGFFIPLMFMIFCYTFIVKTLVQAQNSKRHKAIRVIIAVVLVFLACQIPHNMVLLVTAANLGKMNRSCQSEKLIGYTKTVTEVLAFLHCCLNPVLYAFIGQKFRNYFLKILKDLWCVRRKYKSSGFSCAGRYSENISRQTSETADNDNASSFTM
UBC13 polyUb: human UBC13 polyubiquitination inhibition; P61088; UBC13 polyubiquitin chain formation, TR-FRET; inhibition, % at 20 µM; 330,000 tested, 0.47% active; AID 485273; in the data active = inhibition above about 45%, passing the limit was not always enough
Target sequence (P61088 whole entry, looked up): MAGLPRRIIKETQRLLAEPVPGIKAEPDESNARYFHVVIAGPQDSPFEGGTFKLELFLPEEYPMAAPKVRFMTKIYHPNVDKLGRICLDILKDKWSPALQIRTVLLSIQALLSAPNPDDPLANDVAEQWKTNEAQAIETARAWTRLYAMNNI
Apaf-1 inh: human Apaf-1 inhibition. reconstituted apoptosome caspase-3 activity, DEVD-Rh110 fluorescence. inhibition, % at 20 µM. 330,000 tested, 0.71% active; active = inhibition of at least 40% at 20 µM;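 note: plate controls were DMSO wells for no effect and DEVD-CHO caspase inhibitor wells for full effect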
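Medium: Hepes buffer, pH 7.5 / System: biochemical Apaf-1 apoptosome reconstitution / Measured by: Rh110 fluorescence, excitation 480 nm, emission 540 nm / Times: compound with Apaf-1, dATP, procaspase-3 30 min, then 50 min reaction, room temperature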
Gli-Sufu block: Gli-Sufu pathway antagonism. Sufu-KO-LIGHT fibroblasts, Gli luciferase reporter luminescence. inhibition, % at 5 µM. 340,000 tested, 0.74% active. AID 588413;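 active = inhibition above about 55%, limit read from the data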;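 note: 0% = DMSO-treated cells and 100% = wells with medium but no cells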
697 NFkB inh: inhibitors of the PMA/ionomycin-induced NF-kB reporter in 697 B cells; AID 435022; 330,000 tested, 0.33% active; inhibition, % at 4 µM; 697 B-cell NF-kB luciferase reporter, 16 h; in the data active = inhibition above about 35%
EBI2 block: blocks human EBI2 receptor beta-arrestin signaling. inhibition, % at 5 µM. 360,000 tested, 0.81% active. P32249. EBI2 beta-arrestin recruitment, luminescence, 7a,25-OHC stimulated; in the data active = inhibition above about 38%;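 note: enzyme fragment complementation signal reports receptor beta-arrestin coupling in cells; 0% = agonist plus DMSO wells and 100% = wells without agonist; some results beyond the cut were filed as inactive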
SENP8 block: SENP8 protease inhibition; 330,000 tested, 1.2% active; Q96LD8; purified SENP8, Z-RLRGG-aminoluciferin cleavage, luminescence; inhibition, % at 10 µM; AID 2540
Target sequence (Q96LD8 whole entry, looked up): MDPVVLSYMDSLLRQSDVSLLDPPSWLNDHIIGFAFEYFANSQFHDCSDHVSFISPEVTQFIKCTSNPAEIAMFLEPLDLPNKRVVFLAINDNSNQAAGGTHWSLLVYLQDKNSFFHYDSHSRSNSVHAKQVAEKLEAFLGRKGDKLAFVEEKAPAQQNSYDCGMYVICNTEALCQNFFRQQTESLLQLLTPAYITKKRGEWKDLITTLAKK
Jurkat NFkB inh: lowers PMA/ionomycin-induced NF-kB signal in Jurkat cells | PMA/ionomycin-induced NF-kB luciferase reporter, luminescence | inhibition, % at 4 µM | 330,000 tested, 0.53% active
* marks the source's active call; other numbers are inactive results. Cut-off read from the data, not from the text of the source, unless noted: active = inhibition above about 50%; inactive = the rest.

Structure	CCR6 antag	UBC13 polyUb	Apaf-1 inh	Gli-Sufu block	697 NFkB inh	EBI2 block	SENP8 block	Jurkat NFkB inh
O=[N+]([O-])c1ccc2nccn2c1	-0.1	-6.8	-0.8	-0.4	5.1	-6.4	-13.9	6.9
Cc1[nH]c2ccccc2c1C(=O)NS(=O)(=O)Nc1ccc(Cl)cc1	4.2	-7.2	-8.6	-3.3	19.4	5.4	2.6	13.1
O=C(CSc1cccc[n+]1[O-])Nc1ccc([N+](=O)[O-])cc1Cl	-2.4	-5.7	-6.9	0.6	6.1	-6.8	8.8	2.8
O=C1CCC(=O)N1c1ccc(S(=O)(=O)Nc2cccc(Br)c2)cc1	1.5	7.1	10.3	24.4	-3.0	-0.7	5.1	-4.3
COc1ccccc1N1CCN(C(=O)c2ccc(S(=O)(=O)N3CCCCC3)cc2)CC1	-2.2	4.1	4.8	-2.3	0.5	12.9	-1.4	3.2
C=CCn1c(SCC(=O)NNC(=S)Nc2ccccc2)nnc1-c1ccccc1	3.4	-13.6	-8.3	6.6	-10.1	-5.7	3.4	-6.3
O=C1C(C=NCCCn2ccnc2)=C(O)c2ccccc21	-14.6	-16.6	-0.7	6.5	-17.6	-1.1	-2.7	3.6
Cn1c(=O)oc2cc(S(=O)(=O)N3CCCc4ccccc43)ccc21	11.0	5.2	14.2	39.5	-47.2	-3.5	0.9	55.4*
CC(C)n1c(O)c(N=NC(=O)Cc2csc(N3CCOCC3)n2)c2ccccc21	0.8	5.5	1.7	-15.5	21.0	-3.7	-0.3	-3.2
COc1cc(-c2cc(C(=O)Nc3ccc(O)cc3)c3ccccc3n2)cc(OC)c1OC	7.5	18.7	2.9	6.0	24.7	1.0	-2.4	-4.1
CC(=O)Nc1cccc(C(=O)NC(C)c2ccc(S(N)(=O)=O)cc2)c1 (stereo not given)	-12.9	-4.1	-2.0	-5.2	12.1	-15.9	-5.9	-2.1
O=C(NCCc1cccs1)C1CC(c2c(Cl)cccc2Cl)=NO1 (stereo not given)	6.0	-1.3	10.7	-17.8	-11.4	4.4	-9.7	-15.6
CNS(=O)(=O)c1ccc2ccccc2c1	3.8	-10.2	-3.3	5.7	-19.0	-11.0	-10.4	-9.6
Cc1ccc(CNC(=O)CCS(=O)(=O)c2ccc3c(c2)NC(=O)CO3)cc1	9.1	6.7	-15.7	-3.0	3.6	-2.9	-4.0	10.1
Cc1ccccc1SC1CCN(Cc2nc(C3CC3)no2)CC1	17.5	-7.4	16.6	20.1	-34.2	-3.0	-3.8	-12.3
Cc1cccc(-n2nc3c(c2NC(=O)C(C)C)CSC3)c1	5.8	-0.4	-6.9	-22.6	11.7	4.3	2.6	7.3
CCc1nnc(NC(=O)C2CC(=O)N(C3CCCCC3)C2)s1 (stereo not given)	7.1	-4.2	3.3	-5.0	3.8	-12.8	-8.2	-9.7
O=C(CSc1nc2c([nH]c3ccccc32)c(=O)n1-c1ccccc1)N1CCOCC1	33.1	-2.9	10.7	7.7	-24.4	13.2	-17.2	-29.4
O=C(CSc1nccn1Cc1ccccc1)NC1CCCC1	6.3	2.3	-1.6	-4.5	-1.8	-3.6	-5.1	-9.2
Cc1ccc(-c2cc(C(=O)Nc3cc(C(=O)O)ccc3C)c3ccccc3n2)cc1	14.1	-10.8	0.9	-0.5	8.9	4.8	0.2	2.2
O=C(CCN1CCOCC1)NNC(=O)Nc1cccc(Cl)c1	-7.1	-1.7	0.8	-4.8	12.8	2.9	-3.3	6.9
COc1ccccc1NC(=O)c1ccccc1NC(=O)c1cc(Cl)ccc1NC(=O)c1ccco1	6.7	-4.1	7.9	9.4	-7.6	-7.7	-3.0	-12.6
COc1ccc(C(C(=O)NC2CCCCC2)N(C(=O)c2sc(C)nc2C)c2ccccc2)cc1 (stereo not given)	8.7	-0.2	14.7	6.7	3.0	-5.3	-3.8	12.7
COc1ccccc1CNc1ncnc2nc[nH]c12	-4.5	14.2	0.9	1.2	2.0	-1.9	-5.0	5.8
O=C(Nc1cccc2nsnc12)c1cccnc1Cl	12.1	8.6	-2.0	-3.4	-6.7	3.4	0.6	9.3

Structures listed above that bear a hit mark in Jurkat NFkB inh:
SMILES,CCR6 antag,UBC13 polyUb,697 NFkB inh,EBI2 block,Jurkat NFkB inh
Cn1c(=O)oc2cc(S(=O)(=O)N3CCCc4ccccc43)ccc21,11.0,5.2,-47.2,-3.5,55.4*

Continued.
Structure	CCR6 antag	UBC13 polyUb	Apaf-1 inh	Gli-Sufu block	697 NFkB inh	EBI2 block	SENP8 block	Jurkat NFkB inh
Cc1cccc(NC(=S)N2CCCCC2)c1	-2.6	-7.4	4.4	-8.2	-11.0	0.7	-0.4	-3.6
CCCC(=O)c1cc2c(cc1NC(=O)CC)OCCO2	3.3	10.7	0.4	15.5	10.1	0.0	6.1	-24.2
O=C(NNC(=O)C12CC3CC(CC(C3)C1)C2)c1ccccc1[N+](=O)[O-]	-10.5	-3.0	3.9	-6.2	4.5	3.8	-5.2	25.2
NC(=O)c1ccccc1	1.3	4.6	-10.8	6.8	19.9	-4.5	1.1	15.3
CN(CC(=O)Nc1ccc(Cl)cc1)C(=O)CCNC(=O)c1ccc(Cl)cc1	8.5	-2.9	11.1	-1.3	2.1	-5.9	-15.0	-10.8
Cc1ccc(Cl)cc1NC(=O)Cn1c(C)csc1=O	8.3	-3.7	-10.2	1.4	1.8	2.6	8.0	-13.7
CN1C(=O)c2ccc(C(=O)NCc3ccc4c(c3)OCO4)cc2C1=O	8.7	-7.8	-5.8	-10.6	7.8	-7.4	-4.7	5.4
COc1ccc2nc(N3CCCC(C(=O)NCCCN4CCN(C)CC4)C3)sc2c1 (stereo not given)	1.2	-3.4	3.2	-9.8	-9.4	1.0	-6.2	-34.6
O=C(c1ccc(OC(F)(F)F)cc1)c1ncc[nH]1	-1.5	-5.7	5.5	-32.4	-33.7	9.3	-7.1	-37.6
Cc1cc([N+](=O)[O-])ccc1NC(=O)C(C)[n+]1ccccc1 (stereo not given)	1.7	-26.7	4.5	-2.5	-0.9	-9.0	-9.8	-6.3
CC1CCCN(C(=O)COC(=O)c2ccc[nH]c2=O)C1 (stereo not given)	-3.1	-1.4	-4.6	3.9	5.2	-10.2	-8.6	9.0
CCOC(=O)Nc1ccc2c(CNC(C)c3ccccc3OC)cc(=O)oc2c1 (stereo not given)	27.0	1.6	21.5	-22.0	-10.6	14.1	-0.4	-9.5
COc1ccccc1C(=O)n1nc(-c2ccc(Cl)cc2)nc1N	-5.7	5.6	16.4	-22.6	-30.2	11.4	-6.2	-13.6
Cc1onc(-c2ccccc2Cl)c1C(=O)Nc1nn[nH]n1	-9.1	-1.7	-25.9	-0.7	0.2	-2.4	-10.8	-3.8
O=C(Nc1nc2ccc([N+](=O)[O-])cc2s1)C1CCCO1 (stereo not given)	10.9	-25.3	4.1	-44.7	-62.4	-7.2	-13.7	-32.9
Cc1noc(C)c1NC(=O)Nc1ccc2c(c1)C(=O)N([C@H](C)CO)C[C@H](C)[C@@H](CN(C)C(=O)Nc1c(C)noc1C)O2	2.2	7.6	12.5	-13.1	1.7	-4.4	-6.4	-0.9
CC(=O)n1cc([C@@H]2C=C(C(=O)N3CCOCC3)O[C@H](OCc3ccc(CO)cc3)C2)c2ccccc21	10.2	19.8	-0.7	21.6	8.6	12.9	0.5	-2.9
CC(NC(=O)COc1cccc(Br)c1)C(=O)O (stereo not given)	3.2	-16.6	-2.8	-19.1	-20.1	-13.8	-9.6	-14.4
Cn1c(N)c(C(=O)COC(=O)c2ccnc3ccccc23)c(=O)n(C)c1=O	4.4	15.9	4.5	1.7	-9.8	-0.4	-14.7	1.4
COc1ccccc1CNC(=O)COC(=O)CCC(=O)c1cccs1	-4.5	16.5	-16.0	0.8	2.5	3.7	-6.0	7.9
CC(C)=CCC[C@](C)(O)C1CC[C@]2(C)C1C(O)CC1[C@@]3(C)CCC(O)C(C)(C)C3C(O[C@@H]3OC(CO)C(O)C(O)C3O[C@@H]3OC(C)C(O)C(O)C3O)C[C@]12C (stereo not given in full)	0.3	-8.3	6.6	4.3	-8.3	-14.7	-12.5	-9.3
O=S(=O)(NCc1ccccn1)c1ccc(Cl)s1	8.2	-1.5	2.0	0.6	1.0	-9.0	-8.1	1.9
CC(C)C1OC2(C)OC(=N)C1(C#N)C(C#N)(C#N)C2c1ccccc1 (stereo not given)	9.6	0.8	0.1	-4.2	18.3	-7.7	-12.5	6.7
COc1ccc(N(CC(=O)NCc2ccc(Cl)cc2)S(=O)(=O)c2c(C)nn(C)c2C)cc1	19.0	9.6	-7.0	17.0	14.0	8.7	-4.5	-5.3
COc1ccc(/C=C(\NC(=O)c2ccccc2)C(=O)N/N=C/c2sccc2C)cc1	1.1	-22.7	-3.9	13.5	-15.7	-17.2	-0.4	10.4

Some values from the results shown.
Jurkat NFkB inh result of CN1C(=O)c2ccc(C(=O)NCc3ccc4c(c3)OCO4)cc2C1=O = 5.4
EBI2 block result of CNS(=O)(=O)c1ccc2ccccc2c1 = -11.0

Remaining list, next part
Structure	CCR6 antag	UBC13 polyUb	Apaf-1 inh	Gli-Sufu block	697 NFkB inh	EBI2 block	SENP8 block	Jurkat NFkB inh
CCC1(C)Cc2c(sc(NC(=O)CCC(=O)O)c2C#N)CO1 (stereo not given)	-11.3	5.0	-10.9	1.5	9.8	-7.2	1.4	-2.4
C/C(CC(=O)NC12CC3CC(CC(C3)C1)C2)=N\NC(=O)c1ccc(C)cc1	8.1	-2.5	-1.9	1.7	-18.4	2.0	5.8	-4.3
COc1ccc(-c2c3c(cc(C)[n+]2[O-])oc2ccc(OC)cc23)cc1	-8.3	4.1	11.8	13.7	3.8	-3.5	1.4	-9.2
O=S(=O)(c1cc(F)ccc1F)N1CCN(c2ncccn2)CC1	14.5	-2.9	10.0	0.7	0.8	3.4	-20.3	6.6
O=C(c1ccc2c(c1)C(=O)N(Cc1ccco1)C2=O)N1CCOCC1	-11.9	7.9	-8.0	2.4	21.3	-12.7	-1.1	1.5
Cc1c(C)n(Cc2ccccc2)c2ccc(C(=O)NCCN3CCOCC3)cc12	9.7	3.7	11.2	4.6	-16.3	5.8	4.4	3.1
COc1cc(OC)c(S(=O)(=O)N2CCCCC2)cc1S(=O)(=O)N1CCCCC1	12.9	-1.6	7.1	3.6	17.8	-5.0	-2.1	-14.2
CCN(CC)S(=O)(=O)c1cccc(N=NC2=C(O)CCCC2=O)c1	27.7	-17.7	-17.3	-5.3	-9.8	5.6	-1.8	-4.2
COc1ccc(OCC(O)Cn2c(=N)n(CCN3CCCCC3)c3ccccc32)cc1 (stereo not given)	4.7	11.9	5.5	14.2	-11.0	-13.0	-2.4	-7.3

Source: PubChem BioAssay

Not all compounds are listed; count on the stated rates, not on these rows.
